GPR55 LPI antagonism: GPR55 antagonists blocking LPI-driven arrestin recruitment, primary screen, imaging, U2OS, beta-arrestin-GFP, LPI agonist (AID 2013); U2OS GPR55 beta-arrestin-GFP translocation imaging, LPI antagonism; higher % means a stronger effect; one-dose inhibition, % at 10 µM; IC50 in µM for titrated hits; 290,000 tested, 0.13% active;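 active means spots per cell inhibited over 60%, with over 100 cells counted and total cytoplasm intensity under 500,000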;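 further: U2OS cells stably carrying GPR55 and arrestin-GFP stimulated by 5 µM LPI near EC80; imaged beta-arrestin-GFP aggregate spots per cell after agonist stimulation; plate controls were LPI-stimulated DMSO wells for no effect and DMSO wells without LPI for full effect; some results filed as inactive read as strong as hits; confirmed hits need IC50 under 10 µM and bright autofluorescent wells are also inconclusive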
UTI89 phage lysis: inhibition of K1F phage lysis, E. coli UTI89, bacterial capsule biogenesis inhibitors, alamar blue (AID 488966). E. coli UTI89 K1F phage lysis, alamar blue, 2 h; higher % means a stronger effect. inhibition, % at 100 µM; hits with a dose series show IC50 in µM. 340,000 tested, 0.02% active;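 active means phage lysis inhibition, versus mean bacterial control, above a set limit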;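 further: capsule biogenesis inhibitors block K1F phage lysis so surviving cells raise fluorescence; higher fluorescence means more inhibition of phage lysis; actives were called in the ten point dose series up to 300 µM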
RSV antiviral HEp-2: RSV antiviral activity via CPE protection, HEp-2 cells, primary 10 µM value included (AID 2391). HEp-2 cells, RSV-induced CPE inhibition; higher % means a stronger effect. CPE inhibition, % at 10 µM, or IC50 in µM where a hit was titrated. 310,000 tested, 0.13% active; in the data active means a potency from the dose series; further: strong numbers were not always called active
Salmonella PhoP GFP: inhibitors of PhoP regulon expression, primary screen, Salmonella Typhimurium, GFP reporter (AID 1863) | S. Typhimurium PhoP-regulated promoter GFP reporter, 4 h; higher % means a stronger effect | inhibition, % at 50 µM; hits with a dose series show IC50 in µM | 300,000 tested, 0.16% active;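 active means inhibition over 29.93%, a cutoff 3 SD above the screen mean, later confirmed by dose response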;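 further: 0% = low Mg2+ inducing control and 100% = high Mg2+ repressing control; strong numbers were not always called active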
GPR35 antagonists: GPR35 antagonists blocking zaprinast-driven arrestin recruitment, primary screen, imaging, U2OS, beta-arrestin-GFP, zaprinast agonist (AID 2058); G-protein coupled receptor 35 (Homo sapiens); U2OS GPR35 beta-arrestin-GFP translocation imaging, zaprinast antagonism; higher % means a stronger effect; inhibition, % at 10 µM; hits with a dose series show IC50 in µM; 290,000 tested, 0.052% active;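 active means inhibition of at least 50% with at least 30 cells and total cytoplasm GFP at most 10,000,000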
Dengue-2 NS5 capping: Dengue-2 NS5 methyltransferase inhibitors, primary screen, biochemical, confirmation dose response (AID 588689) | Genome polyprotein (Dengue virus type 2 (strain 16681-PDK53)) | Dengue-2 NS5 methyltransferase capping enzyme assay, biochemical; higher % means a stronger effect | inhibition, % at 25 µM, or IC50 in µM where a hit was titrated | 340,000 tested, 0.3% active; in the data active means a potency from the dose series
HIV peptide binding: inhibitors of HIV fusion peptide binding, primary screen, biochemical, uHTS, fluorescence dequenching (AID 1986). cell-free peptide binding, fluorescence dequenching, 30 min; higher % means a stronger effect. inhibition, % at 20 µM, or IC50 in µM where a hit was titrated. 290,000 tested, 0.3% active; in the data active means inhibition mostly above about 52%, no sharp cut-off; inactive means mostly below about 76%; further: some results filed as inactive read as strong as hits
SV40 large T antigen: SV40 large T antigen inhibitors, biochemical (AID 1903). SV40 large T antigen ATPase/helicase inhibition assay; higher % means a stronger effect. 310,000 tested, 0.39% active. inhibition, % at 20 µM; hits with a dose series show IC50 in µM; in the data active means a potency from the dose series; further: strong numbers were not always called active
MgcRacGAP inhibition: MgcRacGAP GTPase-activating activity inhibitors, confirmation, biochemical, ADP Hunter fluorescence | inhibition, % at 30 µM, or IC50 in µM where a hit was titrated | MgcRacGAP-stimulated Rac1 GTP hydrolysis, ADP Hunter fluorescence; higher % means a stronger effect; GST-tagged Rac1 F28L mutant substrate | Rac GTPase-activating protein 1 (Homo sapiens) | 340,000 tested, 0.6% active;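 active means first-screen hits whose inhibition reached a set limit at any dose in the follow-up dose series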;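 further: fluorescence reports GDP produced by GAP-driven GTP hydrolysis; strong numbers were not always called active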
Starred values were filed as active, the others as inactive; . = not tested or not shown; [ ] = another dose, or the depositor's remark.

The opening two compounds (preview)
SMILES	GPR55 LPI antagonism	UTI89 phage lysis	RSV antiviral HEp-2	Salmonella PhoP GFP	GPR35 antagonists	Dengue-2 NS5 capping	HIV peptide binding	SV40 large T antigen	MgcRacGAP inhibition
CC(=O)Nc1ccc(OCCOc2ccccc2C(C)=O)cc1	-9%	0.2%	0.9%	6%	0%	-2%	-0.8%	-1%	3%
Cc1cc(C(=O)N2CCN(c3ncccn3)CC2)cs1	4%	0.5%	1.4%	-2%	1%	-2%	0.2%	5%	3%

All compounds of this part, from the start:
SMILES	GPR55 LPI antagonism	UTI89 phage lysis	RSV antiviral HEp-2	Salmonella PhoP GFP	GPR35 antagonists	Dengue-2 NS5 capping	HIV peptide binding	SV40 large T antigen	MgcRacGAP inhibition
CC(=O)Nc1ccc(OCCOc2ccccc2C(C)=O)cc1	-9%	0.2%	0.9%	6%	0%	-2%	-0.8%	-1%	3%
Cc1cc(C(=O)N2CCN(c3ncccn3)CC2)cs1	4%	0.5%	1.4%	-2%	1%	-2%	0.2%	5%	3%
CCN(CC)S(=O)(=O)c1ccc(OC)c(NC(=S)Nc2cccc(C)c2)c1	2%	.	15%	-3%	4%	.	-3.7%	36%	.
Cc1ccc(CCNC(=O)CN2C(=O)COc3ccccc32)cc1	12%	1.4%	0.4%	-10%	-11%	-3%	-2.7%	-11%	1%
Cc1onc(-c2ccccc2)c1C(=O)N1CCCC(C(F)(F)F)C1 (configuration not stated)	18%	0.0%	0.8%	-1%	-7%	-5%	2.9%	27%	4%
Cc1ccc2c(c1)NC(=O)C(CC(=O)NCc1ccc(F)cc1)O2 (configuration not stated)	-1%	3.5%	3.8%	-3%	2%	1%	-1.9%	2%	6%
CCCN(CCC)S(=O)(=O)c1nc2nc(C)cc(C)n2n1	11%	0.2%	1.4%	1%	12%	-8%	-0.4%	-1%	6%
O=C(CSc1nnc(CNc2ccc(F)cc2)n1Cc1ccco1)NC1CC1	-5%	2.5%	1.2%	-4%	10%	-10%	1.2%	6%	-7%
CC(=O)C1=C(S(=O)(=O)c2ccc(C)cc2)CS(=O)(=O)C1	4%	-1.8%	.	-12%	4%	23%	1.1%	19%	34µM*
Cc1nc(SCC(=O)Nc2ccccc2Cl)c2c(C)c(C)sc2n1	.	0.2%[50 µM]	2.8%	.	.	-3%	.	.	1%
Cc1ccccc1C([O-])=Nc1ccc[n+](-c2nc3ccccc3nc2NS(=O)(=O)c2ccccc2)c1	-1%	.	0.3%	0%	4%	.	5.2%	11%	.
CCCc1nc(SCC(=O)Nc2nnc(SCC)s2)c2c(=O)n(C)c(=O)n(C)c2n1	3%	0.2%	-1.3%	-5%	4%	-1%	-0.4%	9%	8%
O=C(COC(=O)Cc1n[nH]c(=O)c2ccccc12)NNC(=O)c1ccccc1	.	1.5%[50 µM]	0.1%	-4%	.	1%	.	8%	8%
CC(C)OC(=O)CC(=O)CSc1nc2c(c(-c3cccs3)c1C#N)CCC2	2%	-0.1%	2.3%	-14%	1%	-23%	19%	2%	5%
O=C(NN1C(=O)c2ccccc2C1=O)C1C2CCCCC21 (configuration not stated)	12%	1.2%[50 µM]	4.3%	-7%	-2%	0%	0.3%	14%	5%
Cc1nnc(N2C(=O)C(O)=C(C(=O)c3ccco3)C2c2ccc(C(C)C)cc2)s1 (configuration not stated)	-4%	0.1%	12%	-4%	-2%	4%	16%	14%	6%
O=C(Nc1ccc(N2CCCC2)cc1)c1ccc(Br)o1	41%	0.2%	5.3%	-17%	20%	-3%	-5.1%	-3%	24%
Cc1nn(CC(=O)N2N=C(C(F)F)CC2(O)C(F)F)c(C)c1[N+](=O)[O-] (configuration not stated)	8%	1.4%	1.0%	12%	-14%	1%	1.8%	2%	2%
COc1ccc(NC(=S)Nc2cc(C)cc(C)n2)cc1OC	7%	0.2%[50 µM]	3.4%	-12%	-3%	3%	0.2%	5%	9%
COc1cc2c(C(=O)NCCN(C)C)cn(CC(C)C)c(=O)c2cc1OC	21%	0.1%	-1.0%	-8%	6%	-8%	-1.1%	12%	-5%
COc1ccc(C2(C(=O)NCCc3ccccc3)CCCC2)cc1OC	-6%	0.1%	0.5%	-13%	0%	-6%	-0.4%	-4%	12%
O=C1NC2(NN1c1ccccc1)C1CC3CC(C1)CC2C3 (configuration not stated)	-7%	-0.3%	-1.5%	1%	-8%	-5%	-2.4%	6%	10%
COC(=O)NCc1ccc2c(c1)OCO2	-16%	0.1%	0.8%	9%	5%	2%	-1.9%	-3%	3%
Cc1cccc(-c2noc(CNC(=O)COc3ccccc3C)n2)c1	13%	0.7%[50 µM]	4.1%	0%	-7%	-1%	0.8%	6%	-1%
CCOC(=O)N1CCN(CC(O)COc2ccccc2C(C)(C)C)CC1 (configuration not stated)	-1%	6.7%	1.0%	4%	-6%	1%	-0.9%	6%	5%

Just UTI89 phage lysis, MgcRacGAP inhibition and GPR35 antagonists, for some of the entries so far:
| Molecule | UTI89 phage lysis | MgcRacGAP inhibition | GPR35 antagonists |
| --- | --- | --- | --- |
| Cc1cc(C(=O)N2CCN(c3ncccn3)CC2)cs1 | 0.5% | 3% | 1% |
| COC(=O)NCc1ccc2c(c1)OCO2 | 0.1% | 3% | 5% |

More structures:
SMILES	GPR55 LPI antagonism	UTI89 phage lysis	RSV antiviral HEp-2	Salmonella PhoP GFP	GPR35 antagonists	Dengue-2 NS5 capping	HIV peptide binding	SV40 large T antigen	MgcRacGAP inhibition
O=C(CCS(=O)(=O)c1ccc(Br)cc1)NCCc1ccc(Cl)cc1	-3%	0.2%	2.4%	-2%	7%	-5%	1.3%	8%	6%
CCCCNC(=O)C(=O)NCc1ccncc1	0%	.	0.8%	-11%	21%	.	0.3%	8%	.
COc1ccccc1Oc1coc2c(CN(C)C)c(O)ccc2c1=O	5%	5.2%	-0.4%	0%	11%	-5%	-0.6%	5%	3%
CC(=O)c1cccc(OCc2cc(C(=O)N3CCC(N4CCCCC4)CC3)no2)c1	12%	1.0%	-1.2%	-6%	-13%	-2%	4.1%	5%	6%
O=C(Cn1cc(S(=O)(=O)Cc2ccccc2F)c2ccccc21)N1CCOCC1	-18%	-0.1%[50 µM]	0.1%	-3%	22%	-4%	0.7%	26%	-5%
CCN(CC)CCCn1c2c(c(SCC(=O)Nc3ccccc3Cl)nc1=O)CCC2	.	1.7%[50 µM]	-2.3%	2%	.	-4%	.	7%	3%
CC(=O)Nc1ccccc1NC(=O)C/C(C)=N/NC(=O)C(=O)N1CCCCC1	-19%	0.1%	1.0%	-4%	-8%	3%	-0.9%	13%	7%
O=C(Nc1cc(F)ccc1F)C1CCCN1S(=O)(=O)c1cccc2nsnc12 (configuration not stated)	5%	0.1%	3.6%	-5%	0%	-3%	0.1%	9%	8%
CCOc1ccccc1N1CC(C(=O)Nc2nccs2)CC1=O (configuration not stated)	0%	0.4%	2.0%	-13%	-2%	-3%	13%	2%	13%
O=C(OCC(=O)N1CCC(Cc2ccccc2)CC1)c1ccc(CO)cc1	.	1.4%[50 µM]	0.2%	.	.	-4%	.	.	8%
CCOc1ccc(-c2c[n+](=O)c3c(n2[O-])CCCC3)c(OCC)c1	19%	11%	3.5%	-20%	5%	1%	-1.8%	4%	9%
c1ccc(N2CCN(c3nc4cc5c(cc4s3)OCO5)CC2)cc1	-1%	-0.1%	1.2%	5%	11%	-4%	-2.6%	0%	8%
Nc1ccc(C(=O)OCC(=O)NC2CC2)cc1[N+](=O)[O-]	11%	-0.3%	0.4%	-3%	-3%	-6%	-1.9%	14%	8%
CC(=O)c1ccc(NC(=O)CSc2cn[nH]n2)cc1	3%	-0.2%	0.5%	1%	-18%	-4%	2.6%	5%	5%
COc1ccccc1NC(=O)C1C2C=CC(O2)C1C(=O)O (configuration not stated)	-2%	.	5.0%	-10%	19%	.	0.2%	14%	.
CC(=O)Nc1ccc2c(c1)n(C)c(=O)n2C	3%	2.8%	0.7%	-2%	-4%	-2%	-0.4%	5%	5%
O=C1C=C(c2ccc3c(c2)oc2ccccc23)C[C@@H](c2ccc3c(c2)OCO3)C1	.	0.1%	1.0%	.	.	-5%	.	.	7%
C=CCn1c(SCC(=O)N2CCOCC2)nc2ccccc2c1=O	-10%	0.0%	0.4%	15%	-4%	-9%	-0.7%	12%	-2%
C=CCNC(=S)NCC1COc2ccccc2O1 (configuration not stated)	0%	1.7%[50 µM]	6.1%	-10%	1%	-3%	0.6%	6%	-3%
c1ccc(Oc2cccc(Oc3ccccc3)n2)cc1	.	5.7%	-0.5%	.	.	2%	.	1%	5%
COc1ccc(NC(=O)CSc2nnc(-c3ccco3)n2C)cc1	-9%	0.7%	1.4%	1%	-4%	2%	0.0%	5%	9%
CCCc1n(CC(O)COC2CCCCC2)c2ccccc2[n+]1C (configuration not stated)	-11%	-0.2%	0.7%	0%	7%	-1%	-1.9%	26%	2%
COc1ccc(S(=O)(=O)N2CC(C)N(C(=O)N(C)C)C2C)cc1 (configuration not stated)	9%	0.5%	-0.4%	-6%	2%	1%	1.1%	7%	3%
CC(C)(C)c1ccc(S(=O)(=O)NC(Cc2ccccc2)C(=O)O)cc1 (configuration not stated)	-8%	-0.4%	-0.7%	-12%	-7%	-5%	-0.6%	5%	2%
CNC(=O)c1nnc(Cc2ccc(F)cc2)o1	23%	-0.3%	0.7%	6%	-6%	-1%	-1.6%	2%	1%
COc1ccc(NC(=O)Nc2ccc(C(=O)N3CCOCC3)cc2)cc1OC	9%	0.6%[50 µM]	1.5%	-3%	14%	-7%	0.8%	1%	0%
COc1ccc(CCNC(=O)CSc2ccc(-c3ccccc3)nn2)cc1	3%	.	2.1%	-5%	-12%	.	-1.1%	13%	.
Cc1n[nH]c(C)c1CCC(=O)N/N=C/C=C/c1ccccc1	-6%	0.2%	2.9%	-6%	-4%	4%	0.4%	16%	-10%
COc1ccc(C(C)=O)cc1CN1C(=O)NC2(CCCCC2C)C1=O (configuration not stated)	11%	0.2%	1.6%	-7%	10%	-3%	3.5%	-1%	10%
N#CCCn1cc(/C=C/C(=O)O)c(-c2ccc(F)cc2)n1	17%	0.6%	-0.6%	-2%	-16%	-5%	2.3%	17%	5%

Rewritten with two lines to a compound: two of the compounds above
Values in the order – GPR55 LPI antagonism	UTI89 phage lysis	RSV antiviral HEp-2	Salmonella PhoP GFP	GPR35 antagonists	Dengue-2 NS5 capping	HIV peptide binding	SV40 large T antigen	MgcRacGAP inhibition
> CC(=O)c1cccc(OCc2cc(C(=O)N3CCC(N4CCCCC4)CC3)no2)c1
→ 12%	1.0%	-1.2%	-6%	-13%	-2%	4.1%	5%	6%
> O=C(Cn1cc(S(=O)(=O)Cc2ccccc2F)c2ccccc21)N1CCOCC1
→ -18%	-0.1%[50 µM]	0.1%	-3%	22%	-4%	0.7%	26%	-5%

Quoted from the listing:
O=C1C=C(c2ccc3c(c2)oc2ccccc23)C[C@@H](c2ccc3c(c2)OCO3)C1 | UTI89 phage lysis: 0.1%
CNC(=O)c1nnc(Cc2ccc(F)cc2)o1 | GPR35 antagonists: -6%

Screening data from PubChem.
